# Bioassay records from PubChem.
# CDK5 inh: blocks human CDK5/p35 kinase activity; Recombinant CDK5/p35, ADP-Glo luminescence, 60 min; AID 488839; inhibition, % at 10 µM; 330,000 tested, 0.01% active; Q00535+Q15078;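 active = highest replicate inhibition of at least 50% and at least 75% of replicates reaching 50%; inconclusive = only one of the two criteria met; inactive = both criteria failed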;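 also: plate controls were DMSO neutral control for no effect and GW8510 at 10 µM for full effect; many of its hits are not listed in these tables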
# SR-BI uptake up: SR-BI HDL lipid transfer activation; CHO ldlA[mSR-BI] cells, DiI-HDL uptake fluorescence, 3 h; 100 = double the neutral-control signal; activation, % at 12.5 µM; 320,000 tested, 0.096% active; AID 504775;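 active = mean replicate activation of at least 60% and every replicate at or above 60%; inconclusive = mean or all-replicate condition met, but not both; inactive = mean below 60% and not all replicates reaching 60%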;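 also: 0% = median plate neutral-control signal and 100% = twice that signal; values of inactives mirror those of a sister screen read the other way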
#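 Assay system: LDL receptor-deficient CHO ldlA cells overexpressing murine SR-BI / Medium: BSA-supplemented, HEPES-buffered Ham's F12, pH 7.4 / Probe or stimulus: DiI-labelled HDL at 10 µg/mL final / Timing: compound with DiI-HDL co-incubation, 3 h at 37 °C / Technique: bottom-read cell fluorescence after medium removal, ex 550/em 595 nm / Measure: HDL uptake via cellular fluorescence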
# MITF act: MITF TRPM1 promoter activation in melanoma cells. SK-MEL-5 TRPM1-promoter luciferase, 24 h; % of positive control, neutral wells = 0. activation, % at 12.5 µM. 300,000 tested, 0.75% active. AID 588334;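 active = mean activation of at least 80% with every replicate also reaching 80%; inconclusive = mean reaches 80% but some replicate falls short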;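 also: 0% = neutral control wells and 100% = parthenolide positive control wells; values of inactives mirror those of a sister screen read the other way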
# SR-BI DiI inh: inhibitors of mouse SR-BI mediated HDL lipid uptake; Q61009; ldlA[mSR-BI] CHO cells, DiI-HDL uptake fluorescence, 3 h; inhibition, % at 12.5 µM; 320,000 tested, 0.96% active; AID 488896;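 active = mean replicate inhibition of at least 70% and a set share of replicates each scoring 70 or more; inconclusive = meets just one of the two criteria; inactive = fails both criteria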;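 also: 0% = median of neutral control wells and 100% = median of positive control wells; values of inactives mirror those of a sister screen read the other way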
# Target sequence (Q61009 whole entry, looked up): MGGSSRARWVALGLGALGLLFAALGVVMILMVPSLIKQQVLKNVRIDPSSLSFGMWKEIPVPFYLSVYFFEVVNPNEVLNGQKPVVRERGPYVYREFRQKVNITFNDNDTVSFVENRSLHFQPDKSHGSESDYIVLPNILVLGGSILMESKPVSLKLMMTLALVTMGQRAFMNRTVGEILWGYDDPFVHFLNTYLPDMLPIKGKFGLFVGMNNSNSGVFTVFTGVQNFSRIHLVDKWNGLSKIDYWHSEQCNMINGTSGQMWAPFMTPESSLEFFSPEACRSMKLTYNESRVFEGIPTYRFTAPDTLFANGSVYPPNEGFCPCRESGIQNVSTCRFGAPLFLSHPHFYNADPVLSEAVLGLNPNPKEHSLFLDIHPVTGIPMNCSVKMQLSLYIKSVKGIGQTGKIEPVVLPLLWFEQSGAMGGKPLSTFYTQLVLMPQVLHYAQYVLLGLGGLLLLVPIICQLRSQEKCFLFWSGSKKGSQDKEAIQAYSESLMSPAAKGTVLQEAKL
# SUMO Mot1 rescue: SUMOylation pathway inhibition by Mot1-301 growth rescue; growth rescue, % at 18.8 µM; AID 2716; S. cerevisiae Mot1-301 growth rescue, ATP luminescence, 38.5C; percent above DMSO median, 100 means doubled; 320,000 tested, 1% active;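 active = every valid replicate shows activation above 250% relative to neutral control wells; inactive = the rest, any valid replicate at or below 250%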;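 also: OY570 slx delta 5 strain wells were the positive control but not used for scaling; some compounds called inactive have numbers as strong as hits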
# Arrestin-AP2 inh: inhibitors of human beta-arrestin and AP2 interaction; FITC-arrestin peptide / GST-AP2 beads, flow cytometry; AP2 beta2 appendage carries R879A mutation; inhibition, % at 10 µM; 340,000 tested, 0.31% active;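 active = inhibition above a set limit, near 3 SD of compounds lacking own fluorescence, cut at about 54% in these data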;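 also: plate controls were DMSO wells for no effect and 5 µM unlabelled arrestin peptide for full effect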
#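 test system = AP2 appendage R879A on GSH beads | buffer or medium = PBS plus Tween 20 (0.05%) and BSA (0.1%) | incubation = 12 min plus 1 h, RT | detection = bead flow cytometry, FITC channel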
# NSD2 HMT inh: NSD2 (human) methyltransferase inhibition | NSD2 peptide methylation, AlphaScreen, 120 min | 310,000 tested, 0.54% active | AID 743445 | O96028 | inhibition, % at 12.5 µM; in the data active = inhibition above about 50%
# dFosB act: enhances mouse delta FosB homodimer DNA binding | P13346 | purified delta FosB, TAMRA-CDK5 oligo fluorescence polarization; percent of positive-control signal above neutral wells | activation, % at 25 µM | 340,000 tested, 0.99% active | AID 493131;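 active = mean activation above about 17%, with every replicate also reaching it, limit read from the data, passing the limit was not always enough; inconclusive = only one of the two conditions met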;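 also: fluorescence polarization rise as delta FosB binds a TAMRA Cdk5 AP-1 oligo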
# PKA-R2B act: PKA-R2B complex activation. P22694+P31323. PKA-R2B holoenzyme dissociation, Cy5-IP20 fluorescence polarization; R2B truncated from residue 108, S112A mutant; 0% DMSO only, 100% 113 µM cGMP. activation, % at 11.4 µM. 340,000 tested, 0.079% active;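 active = activation above a cutoff set at the mean over all compounds plus 3 SD, cut at about 18% in these data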;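 also: higher means more holoenzyme dissociation and a rise in polarization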
# Target sequence (P31323 whole entry, looked up, other chains not shown, the tested form may be a part): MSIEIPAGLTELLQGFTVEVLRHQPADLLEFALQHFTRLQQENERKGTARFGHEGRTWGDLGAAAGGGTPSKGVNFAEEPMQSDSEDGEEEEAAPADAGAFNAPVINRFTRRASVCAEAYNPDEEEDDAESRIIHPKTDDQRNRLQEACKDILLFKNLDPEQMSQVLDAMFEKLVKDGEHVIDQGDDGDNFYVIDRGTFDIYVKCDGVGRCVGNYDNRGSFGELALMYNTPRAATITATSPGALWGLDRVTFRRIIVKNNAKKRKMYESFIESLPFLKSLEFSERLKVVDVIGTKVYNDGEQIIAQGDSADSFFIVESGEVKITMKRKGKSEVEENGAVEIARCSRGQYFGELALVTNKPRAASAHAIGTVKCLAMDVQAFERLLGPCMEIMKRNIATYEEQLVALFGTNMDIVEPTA
# DSG3 Ab inh: human desmoglein-3 autoantibody binding inhibition; P32926; binding (percent of control), % at 10 µM; AID 588358; DSG3-coupled beads, scFv-anti-DSG3-GFP binding, flow cytometry; hits give low values; 310,000 tested, 0.48% active;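 active = binding more than 3 SD below its plate's average and above zero; inconclusive = below that plate limit but binding exactly zero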;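 also: hits lower antibody fragment binding to DSG3; some compounds called inactive have numbers as strong as hits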
# PKA-R1A activ: PKA-R1A complex activation. AID 504707. P00514+P68181. 340,000 tested, 0.083% active. PKA-R1A dissociation, Cy5-IP20 fluorescence polarization; scaled: DMSO 0%, 113 µM cGMP 100%. activation, % at 11.4 µM;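 active = percent activation above the mean of all tested compounds plus 3 SD, cut at about 19% in these data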;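 also: higher means more PKAc released from R1A so a rise in polarization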
# An asterisk follows results filed as active; i = inactive; ? = inconclusive; · = not tested or not shown.
SMILES,CDK5 inh,SR-BI uptake up,MITF act,SR-BI DiI inh,SUMO Mot1 rescue,Arrestin-AP2 inh,NSD2 HMT inh,dFosB act,PKA-R2B act,DSG3 Ab inh,PKA-R1A activ
O=C(Nc1ccc2nc(-c3cccs3)[nH]c2c1)c1ccco1,1.4,-23,103*,23,·,0,3,-5,-8,194,-9
CCOC(=O)c1nn(-c2cccc(OC)c2)c2nc(CC)c(C#N)c(=O)n12,0.1,-6,-12,6,-20,3,·,1,3,89,-9
Cc1ccc(C(C)NC(=O)c2ccc3c(c2)OCO3)cc1C (configuration not stated),-1.4,·,0,-15,87,2,-3,6,6,108,0
Cc1ccc(-n2c(C)cc(/C=C3\SC(=O)NC3=O)c2C)cc1,-3.6,-17,78,17,10,-9,5,-10,-4,93,-6
Cc1ccc(NC(=O)CSc2ccc(-c3ccccn3)nn2)c(C)c1,-1.5,·,-5,-14,163,6,-2,-4,5,107,3
Cc1ccc(-c2nc(-c3ccncc3)no2)c(Cl)c1,-3.9,-7,·,7,273,7,-3,-10,4,91,-6
CC(NC(=O)c1cc(Br)cs1)C1CCCO1 (configuration not stated),1.0,-2,-7,2,-2,30,-3,-15,9,115,-2
CSc1ncc2c(n1)-c1cc(C)ccc1SC2,-0.5,17,-10,-17,690,7,0,-23,-14,·,3
O=C(COC(=O)c1ccccc1F)Nc1ccc2c(c1)OCCO2,0.8,18,10,-18,·,24,-3,1,-7,99,-6
Cc1ccc(S(=O)(=O)C(C#N)c2nc3ccccc3nc2N2CCC(C)CC2)cc1 (configuration not stated),-1.1,·,?,·,·,-1,1,-12,3,·,-8
CC(=O)c1c(N2CCN(Cc3ccccc3)CC2)nc(=S)n(-c2ccccc2)c1C,-0.7,-5,-20,5,19,45,3,-5,6,120,-4
c1ccc(Cn2c(CN3CCCC3)nc3ccccc32)cc1,1.6,-7,-5,7,0,-4,0,-12,-8,·,0
COc1ccc(/C=C(\C#N)C(=O)OCC(=O)NC2CC2)cc1,0.4,11,-3,-11,-14,-2,-2,7,-7,58*,-10
Cc1cc(-n2c(SCCC#N)nnc2-c2cccnc2)ccc1Cl,-2.0,-2,·,2,-19,-12,-2,0,-7,100,-3
Cc1ccc(CNC(=O)c2ccc(N3CCC4(CC3)CC(c3cccc(Br)c3)=NO4)c(NC(=O)c3ccc(Cl)c([N+](=O)[O-])c3)c2)cc1,-0.6,-3,-17,3,-14,1,·,?,-12,96,-15
Cc1nn2c(C(F)(F)F)c3c(nc2c1-c1ccccc1)CCC3,0.1,9,-4,-9,0,-1,-1,1,5,101,6
O=C(NNS(=O)(=O)c1ccccc1[N+](=O)[O-])c1cccc(Cl)c1,1.6,12,4,-12,-6,4,-1,4,9,83,-4
C=CCn1c(SCc2cc(=O)n3ccsc3n2)nnc1C1CCCCC1,-1.2,-9,0,9,3,-7,3,-1,-15,94,-2
Cc1ccc(C(=O)Nc2ccc(C(=O)N/N=C/c3ccc(C)o3)cc2)cc1,-0.4,-80,20,80*,10,24,0,5,5,98,-2
OC1=C(O)c2nc3ccccc3nc21,-1.5,49,-9,-49,0,2,0,-7,1,104,-4
CCCCN(C(=O)c1cccc(-n2cnnn2)c1)c1c(N)n(CC(C)C)c(=O)[nH]c1=O,1.1,13,5,-13,12,-6,2,-2,-6,·,-15
O=C1CN(c2nc(-c3ccccc3)c3cc(Cl)ccc3n2)c2ccccc2N1,-1.4,0,10,0,-17,12,0,-7,4,118,-8
Cc1cc(=O)n(C)c(=O)n1CCCCCCOc1cccc([N+](=O)[O-])c1,0.2,8,-2,-8,-1,4,0,0,-6,89,-4
Cn1c(=O)oc2cc(S(=O)(=O)NCc3ccccc3)ccc21,-0.3,-12,5,12,-2,20,·,3,-9,96,0
Cc1ccc(CCNC(=O)C2CCN(S(=O)(=O)N3CCOCC3)CC2)cc1,0.1,3,-8,-3,0,10,0,0,2,102,5
O=C(O)CCCC(=O)Nc1nc(-c2ccc(F)cc2)cs1,0.2,-3,-2,3,-8,7,2,-5,-4,110,-5
CCc1nnc(NC(=O)C(C)Sc2ccccc2)s1 (configuration not stated),0.1,25,·,-25,-8,4,·,-5,11,100,-1
OCCC1CN(Cc2ccc(Oc3ncccn3)cc2)CCN1C1CCCC1 (configuration not stated),-1.8,7,7,-7,-10,1,2,-4,-2,108,-11
CC(C)N(C(=O)[C@H]1C[C@H](CC(=O)NCc2ccco2)C(=O)N2CCc3c([nH]c4cc(CCC(=O)N(C)C)ccc34)[C@]12C)C(C)C,-3.5,-5,-10,5,·,-10,·,-4,1,103,-3
CSc1nnc2c(n1)OC=Nc1ccc(Br)cc1-2,0.5,1,-12,-1,·,26,4,1,5,87,-11
Cc1ccc(NC(=O)n2ccc(-c3ccc(-n4ccnc4)cc3)n2)cc1,2.1,12,67,-12,·,11,-1,-2,·,98,·
CCOC(=O)c1csc(-c2snnc2C)n1,2.6,14,-6,-14,65,-4,1,4,9,108,-2
COC(=O)c1cccc(NC(=O)Cn2nnc3ccccc32)c1,0.1,-9,·,9,-3,28,-6,-10,-3,·,-3
C=CCNc1nc(C(=O)OCC(=O)Nc2ccc(S(N)(=O)=O)cc2)cs1,-0.4,6,-7,-6,13,-9,5,-11,-1,93,-2
CN(C)S(=O)(=O)N1CCN(C(=O)N(c2ccccc2)c2ccccc2)CC1,-1.6,-70,6,?,-1,1,1,4,-5,100,-5
COc1ccc2c(c1)CCc1c(C(=O)N3CCCC3)noc1-2,5.2,-34,67,34,368,2,-2,-6,-7,102,-2
CC(C)NC(=O)CCn1c(=S)oc2ccccc21,0.5,4,-15,-4,-7,10,-1,-6,3,101,-2
Cc1ccc(Oc2nsnc2N2CCOCC2)cc1,-0.8,-18,·,18,-30,5,5,2,-12,97,-4
CC(=O)Nc1ccc(S(=O)(=O)Oc2ccc(Br)cc2C(=S)N2CCOCC2)cc1,0.4,16,-7,-16,15,6,2,-13,-12,86,-7
COCc1c(C(N)=O)nnn1-c1nonc1N,1.2,31,6,-31,-15,4,-1,2,-6,87,-7
O=C(Cc1ccc(Cl)cc1)Nc1ccccc1Sc1ccccc1,-0.7,8,1,-8,i,29,1,1,4,112,-9
CCOc1ccc(OC(=O)c2ccc3c(=O)n4c(nc3c2)CCC4)cc1,1.6,4,12,-4,2,-6,-1,-11,-7,109,-5
Cn1c(SCC(=O)NCc2ccc3c(c2)OCO3)nc2c(c1=O)SCC2,0.1,4,-4,-4,1,20,1,-4,2,·,-8
CCn1c(SCC(=O)Nc2ccccc2-c2ccccc2)nnc1-c1ccoc1C,-1.4,-5,-10,5,-7,1,-5,-5,-1,95,2
O=C(Nc1ncnc2sc3c(c12)CCCCC3)c1ccc(F)cc1,-2.3,-8,·,8,-14,26,-3,-10,-4,·,0
O=C(NCC1CCCO1)C(c1ccncc1)N(Cc1cccs1)C(=O)CN1C(=O)c2ccccc2S1(=O)=O (configuration not stated),1.3,-57,-11,57,2,5,0,-7,8,104,-5
C/C(=N\NC(=O)CCn1nnc2ccccc21)c1ccco1,-4.7,13,·,-13,-4,8,-1,0,-11,99,-14
CCNC(=O)COC(=O)c1ccc(S(=O)(=O)N2CCCCCC2)cc1,-3.3,-2,2,2,0,-7,5,-6,-9,103,-19
CC(=O)c1c(C)[nH]c(C(=O)OCc2cccc(C)c2)c1C,1.6,-58,15,58,-7,-9,3,-10,-15,110,3
Cc1cc(C)n(-c2nc3ccccc3c(=O)n2OCCOc2ccccc2)n1,-1.4,0,4,0,-8,6,10,-6,3,91,-3
Cn1nnnc1SCC(=O)Nc1ccc(Br)cc1Br,0.6,6,·,-6,-11,4,-1,1,2,·,-4
CCOC(=O)Cc1csc(NC(=O)Nc2cccs2)n1,-1.0,25,7,-25,-24,-2,6,-2,6,99,-1
Cc1ccccc1C(=O)NC1CC2CCC(C1)N2Cc1ccccc1 (configuration not stated),0.0,-6,3,6,381,7,2,4,3,101,-9
COc1ccc(S(=O)(=O)N2CCC(C(=O)NC3CC3)CC2)cc1,-1.2,-1,5,1,-2,11,-1,-5,-13,108,3
COc1cccc(/C=N/N2CCN(c3ccc(Cl)cc3)CC2)c1OC,-1.4,-5,11,5,-11,2,1,-2,15,93,-1
COCCN(C(=O)CCC(=O)Nc1nccs1)C(C(=O)NCCC(C)C)c1ccc(F)cc1 (configuration not stated),1.4,-17,1,17,-2,25,-4,-8,-13,·,7
COc1cc(CNC(=O)OCC(C)C)cc(OC)c1OC,-2.0,-11,12,11,·,5,-1,-4,-18,103,0
Cc1ccc(S(=O)(=O)NCC(=O)OCC(=O)N(C)C2CCS(=O)(=O)C2)cc1 (configuration not stated),-0.2,26,-6,-26,0,-10,-2,-4,-1,96,3
Cc1c(Cl)cccc1Nc1nc(NCCO)c2ccccc2n1,-0.3,-3,10,3,-3,30,-6,-10,9,114,5
c1coc(CNCCCN2CCOCC2)c1,0.3,2,10,-2,-13,-2,56*,-8,-11,104,-6

# Following part
SMILES,CDK5 inh,SR-BI uptake up,MITF act,SR-BI DiI inh,SUMO Mot1 rescue,Arrestin-AP2 inh,NSD2 HMT inh,dFosB act,PKA-R2B act,DSG3 Ab inh,PKA-R1A activ
CS(=O)(=O)N1CCCC(C(=O)NCCc2ccccc2)C1 (configuration not stated),0.4,-3,8,3,7,6,2,4,-6,94,-10
O=C1N/C(=C/c2cccn2-c2ccccc2)C(=O)N1c1cccc(Cl)c1,-0.2,-14,6,14,-6,-2,0,2,-6,110,-9
Cc1cc(NC(=O)CCC(=O)N(Cc2cccs2)C(C(=O)NC2CCCC2)c2cccnc2)no1 (configuration not stated),1.2,3,·,-3,-9,-2,-2,-6,-6,102,-10
CCOc1ccc(S(=O)(=O)Nc2cccc(Cl)c2)cc1,-0.4,24,-10,-24,-5,-7,11,-16,6,118,-7
Cc1ccccc1Cn1c(=O)[nH]c2ccccc21,0.6,3,5,-3,1,-3,·,-1,3,106,3
O=C(NCCCO)c1cc2c([nH]c3ccccc32)c(-c2ccccc2)n1,0.7,-52,7,52,1,-3,2,-23,3,108,1
